# Bioassay records deposited in PubChem by several laboratories.
# HIV RNase H inh = blocks HIV-1 RNase H cleavage of RNA/DNA duplex; P04585; RT-RNase H RNA/DNA duplex cleavage, fluorescence; inhibition, % at 10 µM; hit rate 1.9% among 65,000; AID 565; in the data active means inhibition above about 50%
# RmlC RmlD mix = mixture blocks RmlC and RmlD coupled enzyme activity; hit rate 0.39% among 110,000; AID 1532; RmlC/RmlD coupled enzyme inhibition, 384-well mixture HTS; inhibition, % at 5.5 µM; in the data active means inhibition above about 30%, passing the limit was not always enough; further: strong numbers were not always called active
# The depositor's hits bear a star; . = not tested or not shown; & = joins results of further samples. A portion of the library, so the mix of outcomes need not match the whole.
# The line under a structure holds: HIV RNase H inh, RmlC RmlD mix
> COc1ccc(-n2c(Cc3cccn3C)nnc2SCC(=O)Nc2nccs2)cc1
 : -9, -13
> CCCCNC(=S)NNC(=O)c1csc(CC)c1
 : ., -17
> COc1ccc(Cl)cc1N1C(=O)C2CCCN2C1c1cccc(F)c1 (centres undefined)
 : -17, 33
> O=C(NNc1cccc(Cl)n1)Nc1ccccc1Cl
 : ., -16
> c1ccc(Cn2nnc3c(NCc4ccc5c(c4)OCO5)nc(C4CC4)nc32)cc1
 : -56, -8
> COc1cc(NC(=S)NC(=O)c2ccccc2C)ccc1NC(=O)c1cccs1
 : ., -1
> Cc1ccc(S(=O)(=O)N(C)CCCC(=O)Nc2ccccn2)cc1
 : -22, .
> Cn1cc(S(=O)(=O)N2CCN(c3ccccc3)CC2)c(=O)n(C)c1=O
 : ., -13
> COC(=O)C1C2C=CC3(CN(C(C)c4ccc(OC)cc4)C(=O)C13)O2 (centres undefined)
 : 4, 6
> COc1ccc(N(CC(=O)N2CCc3ccccc3C2)S(=O)(=O)c2c(C)nn(C)c2C)cc1
 : -3, 5
> CC1(c2ccc(OC(F)F)cc2)NC(=O)N(CC(=O)NC2CCCCC2)C1=O (centres undefined)
 : -2, 6
> O=C(Nc1ccc(Nc2ccccc2)cc1)N1CCOCC1
 : -10, 2
> COc1cccc(N2CCN(c3ncnc4c3[nH]c3ccccc34)CC2C)c1 (centres undefined)
 : 7, 6
> N#CCCN(CC(=O)O)S(=O)(=O)c1ccccc1
 : -4, 8
> N#C/C(=C\c1ccc(Cl)cc1)c1nc2ncccc2[nH]1
 : ., 9
> Cc1cc(NC(=O)c2ccco2)ncc1NC(=O)Cc1ccccc1
 : -29, -9
> Cc1ccc(CNC(=O)CNS(=O)(=O)c2cccc3nsnc23)cc1
 : -31, -6
> CCNS(=O)(=O)c1ccc2nc(NC(=O)c3cccnc3)sc2c1
 : -4, 19
> O=C(NC(=S)Nc1ccc(C(=O)N2CCOCC2)cc1)c1ccc([N+](=O)[O-])cc1
 : ., 7
> CN(C1CCCCC1)S(=O)(=O)c1ccc(C(=O)O)cc1
 : 1, -13
> CCN(CC)CCNC(=O)CCc1n[nH]c(=O)c2ccccc12
 : 3, -10
> CCc1ccccc1NC1=NCC(=O)N1Cc1ccc(OC)cc1
 : -7, 11
> CCOc1ccc(C2N(c3cc(Cl)ccc3OC)C(=O)C3CCCN32)cc1OC (centres undefined)
 : 6, 5
> CC1(C)CSC(=S)N1S(=O)(=O)c1ccccc1
 : -45, 1
> O=C(c1cccnc1Nc1ccc2c(c1)CCC2)N1CCOCC1
 : 84*, 27
> CC/C(O)=C1\C(=O)CC(c2ccccc2)CC1=NCCc1c(C)[nH]c2ccc(C)cc12 (centres undefined)
 : ., -9
> Cc1ccc2oc(=O)c3cnn(CC(=O)NC4CCC(C)CC4)c3c2c1 (centres undefined)
 : 41, 4
> COC(=O)CN1C(C)=Nc2ccc(Br)cc2C1c1ccccc1 (centres undefined)
 : ., 24
> O=C1CCCC2=C1C1c3ccccc3C(=O)N1c1ccc(C(=O)c3ccccc3)cc1N2 (centres undefined)
 : ., 6
> COCC(=O)Nc1nc2n(n1)C(c1ccc(Cl)cc1)CC(c1ccc(OC)cc1)N2 (centres undefined)
 : -9, 18
> COc1ccc(Nc2nc3ccccc3n3cnnc23)cc1
 : ., 8
> Oc1cc(Cl)ccc1Oc1ccc(Cl)cc1Cl
 : ., 10
> CCCC(=O)Nc1ccc2nc(SCC(=O)Nc3nccs3)sc2c1
 : 21, .
> CCSC1=C(C#N)C(c2ccc(F)cc2)CC(=O)N1 (centres undefined)
 : -2, 5
> COc1ccc(NC(=O)COC(=O)c2cc(OC)c(OC)cc2NC(=O)c2ccco2)cc1OC
 : ., 6
> Cc1nc(C(F)(F)F)nc(Nc2ccc(Br)cc2)c1C#N
 : ., 16
> CC1(C)NC(=O)N(CCOCCOc2ccc3ccccc3c2Br)C1=O
 : ., -13
> COc1ccc(N2C(=O)c3ccccc3NC23CCC(C)CC3)cc1 (centres undefined)
 : ., 18
> O=C(NCc1ccco1)C1CCN(c2nnc(-n3cccc3)s2)CC1
 : 0, -9
> CCS(=O)(=O)n1nc(-c2ccc(Cl)cc2)nc1N
 : -4, -6
> Cn1c(=O)c2cc(S(=O)(=O)Nc3cccc(F)c3)ccc2n(C)c1=O
 : -9, .
> CCC(C)(C)n1nnnc1CN1CCN(C(c2ccccc2)c2ccccc2)CC1
 : ., -5
> CNC(=O)N(O)C1N(C)C(=O)N(Cc2ccccc2)C1(C)C (centres undefined)
 : -2, -109
> Cc1cc(OCC(=O)Nc2ccc(OCc3ccccc3)cc2)nc(C(C)C)n1
 : ., 5
> CCOC(=O)C1(C)/C(=N/Nc2cccc(Cl)c2)C(=O)C(=O)N1c1ccccc1 (centres undefined)
 : ., 8

# Compound profiles (already shown). Order of values: HIV RNase H inh, RmlC RmlD mix
# Profile of `CCOC(=O)C1(C)/C(=N/Nc2cccc(Cl)c2)C(=O)C(=O)N1c1ccccc1` (centres undefined) = ., 8
# Profile of `COc1ccc(NC(=O)COC(=O)c2cc(OC)c(OC)cc2NC(=O)c2ccco2)cc1OC` = ., 6
# Profile of `CCCC(=O)Nc1ccc2nc(SCC(=O)Nc3nccs3)sc2c1` = 21, .
# Profile of `CCC(C)(C)n1nnnc1CN1CCN(C(c2ccccc2)c2ccccc2)CC1` = ., -5
# Profile of `CNC(=O)N(O)C1N(C)C(=O)N(Cc2ccccc2)C1(C)C` (centres undefined) = -2, -109

# Continued.
# The line under a structure holds: HIV RNase H inh, RmlC RmlD mix
> CC(NC(=O)c1cccc(N2CCCC2=O)c1)c1ccc2c(c1)OCCO2 (centres undefined)
 : -9, 15
> CCNc1nc(NC(C)CC)nc(Oc2ccc(=O)[nH]n2)n1 (centres undefined)
 : ., -11
> Cc1cc(C)c(C#N)c(N2CCN(Cc3ccccc3)CC2)n1
 : ., 9
> O=C(COn1nnc2ccc(Cl)cc21)NCc1ccccc1
 : -12, 3
> COc1cc2c(cc1OC)C(Cc1ccc(O)cc1)NCC2 (centres undefined)
 : ., 27
> N#CC(C(=O)NCc1ccccc1)c1nc2ccccc2nc1N1CCCC1 (centres undefined)
 : 9, -12
> CCc1c(C)nc(SCC(=O)Nc2cccc(Br)c2)[nH]c1=O
 : -63, 10
> COc1cc(SC)ccc1C(=O)NCCOc1ccccc1Cl
 : ., 0
> Cn1c(=O)c(C(=O)c2ccccc2)nc2ccccc21
 : -10, 7
> O=C1CCC(C(=O)NCCCn2ccnc2)N1 (centres undefined)
 : -7, 16
> Cc1cc(=O)[nH]c(SCC(=O)N2c3ccccc3CC2C)n1 (centres undefined)
 : -10, -7
> CC(C)OP(=O)(c1ccc(N(C)C)cc1)C(O)c1ccncc1 (centres undefined)
 : -5, -59
> CC12CCC(C(=O)O)(C/C1=N\O)C2(C)C (centres undefined)
 : 0, 3&-9
> CCOc1ccc(CCNC(=O)C2CCN(c3nn4c(=O)cc(C)nc4s3)CC2)cc1OCC
 : -7, -5
> c1ccc2c(-n3cnnn3)cccc2c1
 : -25, 1

# Molecules from the list above containing a furan ring, fused or not (3):
# The line under a structure holds: HIV RNase H inh, RmlC RmlD mix
> Cc1cc(NC(=O)c2ccco2)ncc1NC(=O)Cc1ccccc1
 : -29, -9
> COc1ccc(NC(=O)COC(=O)c2cc(OC)c(OC)cc2NC(=O)c2ccco2)cc1OC
 : ., 6
> O=C(NCc1ccco1)C1CCN(c2nnc(-n3cccc3)s2)CC1
 : 0, -9

# (more compounds)
# The line under a structure holds: HIV RNase H inh, RmlC RmlD mix
> COc1ccc(NC(=O)c2cc(-c3cccs3)on2)cc1OC
 : -2, 7
> C=CCNC(=O)c1cccn1-c1ccsc1C(=O)OC
 : ., 5
> COc1ccc(CC(=O)NCc2nnc(SCCOc3ccccc3)n2C)cc1
 : -7, -9
> CCn1c(COc2ccc3c(c2)OCO3)nnc1SCC(=O)c1ccccc1
 : -1, -11
> COc1ccc(Cn2c(=O)[nH]c3cc(C(=O)NCCCN4CCCCC4)ccc3c2=O)cc1
 : -49, 4
> O=C(Nc1ccccc1)c1cc2ccccc2o1
 : ., -16
> Cc1ccc(NC(=O)CN2CCCN(S(=O)(=O)c3ccc(Br)s3)CC2)cc1
 : ., 4
> Cc1ccc(S(=O)(=O)Nc2ccc3oc(=O)sc3c2)c(C)c1
 : 60*, 3
> O=C(O)C1CCCCC1C(=O)Nc1cccc(C(=O)N2CCCCC2)c1 (centres undefined)
 : -10, -18
> CS(=O)(=O)N(Cc1ccc(Cl)cc1)c1ccc(C(=O)NCCSCc2ccco2)cc1
 : ., -7
> CCc1nnc(NC(=O)CSc2nccn2-c2cc(C)cc(C)c2)s1
 : -20, -5
> CC(=O)c1c(C(C)=O)c(C)n(-c2ccc(O)cc2)c1C
 : ., -18
> Cc1ccc(C(=O)OC2=CC(=O)CC(C)(C)C2)cc1
 : ., 10
> C(=NC12CN3CN(CN(C3)C1)C2)c1cccnc1
 : -12, -12
> CCOC(=O)c1c(-c2ccc(C)o2)csc1NC(=O)COC(=O)c1cccs1
 : -9, -14

# Rewritten as tab-separated lines: part of the list above.
structure	HIV RNase H inh	RmlC RmlD mix
CC(=O)c1c(C(C)=O)c(C)n(-c2ccc(O)cc2)c1C	.	-18
Cc1ccc(C(=O)OC2=CC(=O)CC(C)(C)C2)cc1	.	10

# Further structures:
# The line under a structure holds: HIV RNase H inh, RmlC RmlD mix
> CN(CC(=O)Nc1ccc(C#N)cc1)Cc1ccc(Cl)c(Cl)c1
 : ., -4
> COn1c(C)c(C(C)=O)c2c3no[n+]([O-])c3ccc21
 : ., -10
> COc1ccc2[nH]c(=O)c(NC(N)=S)nc2c1
 : ., -28
> CC(C)(C)C(=O)N=C1SC2CS(=O)(=O)CC2N1c1ccc2c(c1)OCO2 (centres undefined)
 : -4, -13
> COC(=O)Cn1cnc2c(C#N)c3n(c2c1=O)CCCC3
 : ., 4
> Cc1nnc(SCC(=O)N2CCc3ccccc32)n1-c1ccccc1
 : -33, 44
> CC1CC(C)CN(C(=O)CSc2nc(Cc3cccs3)nc3ccccc23)C1 (centres undefined)
 : ., 14
> C=CCOc1ccc(/C(O)=C2\C(=O)C(=O)N(CCCOC)C2c2ccncc2)cc1 (centres undefined)
 : -6, .
> COCCCN1C(=O)c2ccccc2C1C(=O)NC1CCCCCC1 (centres undefined)
 : -5, -2
> COc1ccc(S(=O)(=O)Nc2cc3c4c(oc3c3ccccc23)CCCC4=O)cc1
 : ., 1
> CCOC(=O)Cc1csc(SCC(=O)Nc2sc3c(c2C(N)=O)CCC3)n1
 : 21, -3
> COC(=O)C1=C(C)N(Cc2ccco2)C(=O)N[C@@H]1c1ccc(Br)cc1
 : ., 14
> O=C(O)CCCCNS(=O)(=O)c1ccc(Cl)c(C(F)(F)F)c1
 : 0, 8
> Cc1csc2nc(CSc3nncn3-c3ccccc3)c(Br)n12
 : -24, .
> Cn1c(Cc2csc(N)n2)nnc1SCC(=O)NCc1ccccc1
 : 3, 5
> Cc1cc(S(=O)(=O)NCC(c2ccccc2)c2ccccc2)ccc1-n1cnnn1
 : ., 9
> COc1ccc(Oc2nccc(-c3ccc(Cl)cc3)n2)cc1
 : ., 9
> COc1ccc(NC(=O)c2cnc3n(c2=O)CCS3)cc1OC
 : 4, -6
> CCC1CCc2sc(C(=O)O)cc2C1 (centres undefined)
 : -7, -12
> COC(=O)c1cc(NS(=O)(=O)c2ccc(NC(C)=O)cc2)cc(C(=O)OC)c1
 : ., -15
> CCOc1ccc(CC2c3cc(OCC)c(OCC)cc3CCN2C(=O)c2cc(OC)c(OC)c(OC)c2)cc1OCC (centres undefined)
 : ., -16
> C=CCNC(=O)CC(=O)N/N=C/c1ccccc1F
 : ., -11
> CN1CCN(Cc2oc(CO)cc(=O)c2O)CC1
 : ., -14
> Cc1ccc(C(=O)N2CCN(C(=O)CN3CCCC3)C2)cc1
 : -2, 3
> O=c1[nH]nc2c3ccccc3cnn12
 : -4, 8
> Cc1ccc(C)c(N2CCN(CCCNC(=O)Cn3cc4c(n3)CCC(C)C4)CC2)c1 (centres undefined)
 : 1, .
> CCCCN(C)CCCNC(=O)CCn1nc(-c2ccccc2)ccc1=O
 : -24, .
> O=C(NCC1CCCO1)C1CCN(S(=O)(=O)N2CCCC2)CC1 (centres undefined)
 : -8, 13
> Cc1ccc(C(=O)N/C(=C\c2ccc(Br)cc2)c2nc(=S)[nH][nH]2)cc1
 : ., -7
> COc1ccc(OC)c(C(c2nnnn2C2CCCC2)N2CCN(c3ccccc3F)CC2)c1 (centres undefined)
 : 3, 13
> O=C1/C(=C\c2ccc(-c3ccccc3Cl)o2)SC(=S)N1CC1CCCO1 (centres undefined)
 : ., 10
> CCn1c(NCc2ccco2)nc2c1c(=O)n(C)c(=O)n2C
 : 5, 4
> COc1ccnc(Nc2ccc(C)c(C)c2)c1C#N
 : ., 4
> O=C(Cn1cnc2c(oc3ccccc32)c1=O)NCc1ccccc1
 : ., -8
> O=C(O)CCc1nn2c3ccccc3n(CC(=O)c3ccccc3)c2nc1=O
 : ., 7
> CN(C)S(=O)(=O)Oc1ccsc1C(=O)Nc1cccc(Cl)c1
 : ., -7
> CCOC(=O)C1CCCN(C(=O)c2cn(C)c(=O)c3cc(OC)c(OC)cc23)C1 (centres undefined)
 : -5, 6
> O=C1c2cccnc2Nc2ccccc2N1CCCF
 : ., 8
> CCCOc1cccc(C(=O)N(Cc2cccs2)C2CCS(=O)(=O)C2)c1 (centres undefined)
 : -14, -14
> CCOC(=O)N1CCC(NC(=O)c2cnn3ccccc23)CC1
 : -5, -6
> Cc1cccc(Cc2c(C)nc3nc(SCC(=O)NCc4ccco4)nn3c2C)c1
 : -11, -11
> O=C(NCc1ccc2c(c1)OCO2)C1CC(=O)N(CCc2ccccc2)C1 (centres undefined)
 : -4, -7
> C=CCn1c(CNc2ccccc2)nnc1SCC(=O)N/N=C/c1ccc(O)cc1O
 : ., -6
